# 3CLpro inhibitor – SARS-CoV 3CLpro protease inhibitors, primary screen, biochemical, quenched FRET | Replicase polyprotein 1ab (Severe acute respiratory syndrome coronavirus), P0C6X7 | recombinant SARS-CoV 3CLpro, quenched FRET peptide cleavage | inhibition, % at 6 µM | hit rate 0.14% among 290,000; in the data active = inhibition above about 12%
# PfHsp40 yeast – rescue of yeast from PfHsp40 toxicity, primary screen, S. cerevisiae, ATP luminescence. hit rate 0.68% among 340,000. S. cerevisiae expressing PfHsp40, growth rescue. AID 504582, 2011. growth rescue, % at 12.5 µM; in the data active = growth rescue above about 28%, passing the limit was not always enough;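 note: yeast W303a lacking pdr1 and pdr3 grown in galactose medium; growth measured after three days at 30 °C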
# Yp Topo-I inh – Yersinia pestis topoisomerase I inhibitors, primary screen, biochemical, cleavage product accumulation, plate reader, single point | DNA topoisomerase I (Yersinia pestis CO92) | Y. pestis Topo-I cleavage product accumulation | activity, % at 10 µM | hit rate 0.064% among 360,000; in the data active = activity above about 50%, passing the limit was not always enough; note: inactives centre near 2
# PrPC surface inh – inhibitors of human cell surface prion protein PrPC, primary screen, cell-based, TR-FRET; TR-FRET read-out; inhibition, % at 13.8 µM; Major prion protein (Homo sapiens), P04156; hit rate 0.43% among 370,000; AID 720596, 2013; in the data active = inhibition above about 24%; note: 0% = median of the test wells and 100% = reference compound wells
# SSB-PriA inh – inhibitors of Klebsiella pneumoniae PriA binding to SSB C-terminal tail, primary screen, biochemical, AlphaScreen. PriA–SSB C-terminal tail interaction (Klebsiella pneumoniae). AlphaScreen SSBct-PriA binding, biotinylated peptide. inhibition, % at 33 µM. hit rate 0.6% among 430,000; in the data active = inhibition mostly above about 37%, no sharp cut-off; inactive = mostly below about 20%;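 note: plate controls were negative control peptide for no effect and reference peptide for full effect; strong numbers were not always called active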
# BoNT-A LC inh2 – BoNT/A light chain protease inhibitors, primary screen, biochemical, flow cytometry, MLPCN library; Botulinum neurotoxin type A light chain protease (Clostridium botulinum A str. ATCC 3502); multiplex microsphere protease substrate cleavage; inhibition, % at 10 µM; hit rate 0.17% among 360,000; note: plate controls were buffer without enzyme for full effect and enzyme alone for no effect
# Anthrax LF inh2 – Bacillus anthracis LF protease inhibitors, primary screen, biochemical, multiplex microsphere, MLPCN library | Lethal factor (Bacillus anthracis), P15917 | multiplex microsphere protease cleavage assay | inhibition, % at 10 µM | hit rate 0.12% among 360,000 | AID 588501, 2011; note: plate controls were buffer without enzyme for full effect and enzyme alone for no effect
# BH1578 lux ind – inducers of Vibrio cholerae quorum light production without autoinducers, primary screen, BH1578 luxS cqsA deficient, single point; V. cholerae BH1578 lux reporter, luminescence, 6 h; activation, % at 18.7 µM; hit rate 0.16% among 350,000; AID 588436, 2011; in the data active = activation mostly above about 9.7%, no sharp cut-off; note: not every result past the cut was called active; inactives centre near 0; reference of the scale not given here
# TcdB inh – TcdB glycohydrolase inhibitors, primary screen, biochemical, single point, plate reader | AID 652162, 2013 | Toxin B (Clostridioides difficile), P18177 | TcdB glycohydrolase enzymatic assay | hit rate 0.24% among 350,000 | inhibition, % at 9.99 µM; in the data active = inhibition above about 10%
# The depositor's hits bear a star; i = inactive; nt = no result given; & = joins results of further samples. Cut-off read from the data, not from the text of the source, unless noted: active = inhibition above about 30%; inconclusive = no clear call, values can overlap the other calls; inactive = below that.
SMILES,3CLpro inhibitor,PfHsp40 yeast,Yp Topo-I inh,PrPC surface inh,SSB-PriA inh,BoNT-A LC inh2,Anthrax LF inh2,BH1578 lux ind,TcdB inh
Cc1cc(Cl)ccc1NC(=O)COC(=O)CCNS(=O)(=O)c1ccccc1,nt,-0.6,4,6,-2,2.4,0,-0.6,0.7
Fc1ccc(-c2cnc(-c3cccs3)o2)cc1,5,2.1,10,4,-47,0.9,-4,i,nt
CCn1cnc2sc(-c3ccccc3)cc2c1=O,-3,0.2,4,-12,-13,0.7,-3,-0.2,nt
CN(C)c1ccc(P(=O)(Nc2ccccc2)N2CCOCC2)c(NC(=O)c2cccs2)c1 (stereo not given),-1,-0.5,13,6,9,-0.6,-2,-0.2,nt
CC1(C)CC2CC(C)(CN2C(=O)COC(=O)c2ccc(O)cc2O)C1 (stereo not given),nt,0.4,1,-4,2,nt,nt,i,0.3
Cc1nn(CCc2nn[nH]n2)c2nc(-c3ccc(C4CCCCC4)cc3)cc(C(F)(F)F)c12,1,-1.0,-2,-1,-9,-0.5,-3,-0.2,-0.4
Cc1cc(N2CCN(C)CC2)nc2ccc(NC(=S)N3CCN(c4ccccn4)CC3)cc12,-6,-1.2,1,-8,27,-0.5,-14,-2.4,0.3
CCC(=O)N1CCc2cc(S(=O)(=O)NCCC(=O)N3CC=C(c4ccccc4)CC3)ccc21,2,0.7,-4,6,nt,-1.5,-1,-0.2,nt
Cc1cccc(N(CC(=O)Nc2c(C)n(C)n(-c3ccccc3)c2=O)S(C)(=O)=O)c1C,-7,-1.0,-5,-7,1,0.6,-1,i,nt
CC(=O)c1ccc(N=C2SCCCN2C(=O)C2CCCCC2)cc1,2,2.1,-10,-8,0,0.5,-2,0.9,2.3

# A draw from above in order of SMILES length, highest first:
SMILES,3CLpro inhibitor,PfHsp40 yeast,Yp Topo-I inh,PrPC surface inh,SSB-PriA inh,BoNT-A LC inh2,Anthrax LF inh2,BH1578 lux ind,TcdB inh
CN(C)c1ccc(P(=O)(Nc2ccccc2)N2CCOCC2)c(NC(=O)c2cccs2)c1 (stereo not given),-1,-0.5,13,6,9,-0.6,-2,-0.2,nt
Cc1cc(Cl)ccc1NC(=O)COC(=O)CCNS(=O)(=O)c1ccccc1,nt,-0.6,4,6,-2,2.4,0,-0.6,0.7
Fc1ccc(-c2cnc(-c3cccs3)o2)cc1,5,2.1,10,4,-47,0.9,-4,i,nt

# The results go on:
SMILES,3CLpro inhibitor,PfHsp40 yeast,Yp Topo-I inh,PrPC surface inh,SSB-PriA inh,BoNT-A LC inh2,Anthrax LF inh2,BH1578 lux ind,TcdB inh
CCN(CC)CCCN1C=C2C(=O)C(C)(OC(=O)CCC(=O)OC)C(=O)C=C2C=C1C1CC1 (stereo not given),nt,0.7,-7,-12,-10,0.3,-15,i,0.7
CCN1CCN(S(=O)(=O)c2ccc(Cl)c(C(=O)N(CC(C)C)C3CCS(=O)(=O)C3)c2)CC1 (stereo not given),nt,-0.6,-8,-10,-2,-1.1,-1,0.0,0.6
COc1ccc(-c2nnc3ccc(SC(C(C)=O)C(C)=O)nn23)cc1OC,0,4.3,0,-5,3,0.3,3,-0.9,nt
CCCCCCCCc1nc(SCC(C)=O)n[nH]1,1,-0.3,-1,-3,-9,0.7,28,-0.3,-0.3
O=C(NCc1ccc(N2CCCC2=O)cc1)Nc1ccccc1,1,-0.5,-4,0,-6,0.3,-10,-0.6,nt
CC1CC(C)CN(C(=O)c2ccccc2Nc2ccc(SC(F)F)cc2)C1 (stereo not given),4,-0.2,-10,24,2,-0.1,-13,i,nt
CCC(CC)C(=O)N(C)c1c(C)nc2c(OCc3ccc(C#N)cc3)cccn12,nt,nt,19,6,nt,-0.6,0,-0.3,1.2
O=C(Nc1ccc2c(c1)OCCO2)C(C1CC1)N1CCC(Cc2ccccc2)CC1 (stereo not given),nt,nt,nt,-11,nt,-0.5,2,nt,0.0
CCOC(=O)NNc1ccccc1,2,62*,5,17,-4,0.1,-7,i,-0.1
O=C1CC2(CCN(C(=O)COc3ccc(Cl)cc3)CC2)Oc2ccccc21,nt,-1.2,28,-3,-23,4.3,4,2.9,0.2
O=C1N/C(=C/c2ccco2)C(=O)N1Cc1ccccc1F,2,-0.8,0,-14,7,0.3,1,-0.7,-0.6
CCn1nnnc1-c1ccc(OC)c(S(=O)(=O)N2CCCCC2)c1,0,-0.9,-9,3,-3,1.1,-6,-2.5,nt
O=C(NC(CCl)c1ccccc1)c1ccc(Cl)cc1 (stereo not given),1,0.4,9,6,-8,-0.6,-2,-0.3,0.3
Cc1cc(/C=N/n2cnnc2)c(C)n1-c1ccc(C(=O)O)cc1,0,0.4,0,-3,nt,-1.7,-2,-5.3,nt
CC1([N+](=O)[O-])COP(=O)(Nc2cccc(F)c2)OC1 (stereo not given),nt,-3.2,8,-1,-3,0.0,0,1.0,1.2
O=C(Nc1ccccc1F)c1ccc2sc([C@H]3C[C@H](O)[C@@H](CO)O3)nc2c1,nt,nt,2,-6,nt,0.4,1,i,0.3
Cn1ncc2c(=O)n(CC(=O)NC34CC5CC(CC(C5)C3)C4)cnc21,-4,-1.1,2,-2,-22,0.4,-5,nt,0.6
O=C(COC(=O)c1cccs1)Nc1cc(S(=O)(=O)N2CCOCC2)ccc1Cl,2,-0.8,7,0,-8,-0.3,-2,-0.3,0.3
O=Cc1c[nH]c2ccc(NC(=O)OCc3ccccc3)cc12,nt,0.2,-4,5,-2,0.4,2,0.8,-0.7
NCCC(=O)N1c2ccccc2Sc2ccc(Cl)cc21,-2,-0.6,-6,-11,-4,-5.8,-8,-0.4,2.3
COCC(C)n1c(SCc2ccc(OC)c(F)c2)nc2ccccc2c1=O (stereo not given),0,-0.5,7,3,-13,-1.1,-1,i,-0.6
Clc1nccnc1N/N=C/c1ccc(Br)cc1,-7,-0.3,5,-6,nt,1.9,8,4.6,1.2
Cc1nc2cc(NC(=O)N3CCCC3)ccc2n1C,4,-0.6,-2,-7,-1,-0.1,-4,-0.6,1.5
Nc1c(N(CCO)C(=O)c2ccccc2OCc2ccccc2Cl)c(=O)[nH]c(=O)n1Cc1ccccc1,nt,-0.3,-2,2,-9,3.7,3,i,-1.0
CN(C)N1C(N)=C(C#N)C(c2ccc(Cl)cc2)C2=C1CCCC2=O (stereo not given),-1,-0.5,2,-5,-5,-2.6,4,i,1.9
CN(C(=O)COC(=O)C1CSC2(C)CCC(=O)N12)c1ccccc1 (stereo not given),nt,0.0,7,-2,-6,3.4,5,1.4,1.9
Brc1ccc(-c2nc3c4ccccc4ccn3c2Cc2ccccc2)cc1,nt,nt,-2,6,nt,-0.1,-5,-0.3,-0.2
Cc1c(NS(=O)(=O)c2cccs2)c(=O)n(-c2ccccc2)n1C,1,-0.5,-2,-4,4&0,nt,nt,-3.4,nt
CC1CC(C)CN(C(=O)c2ccc3c(c2)OCCO3)C1 (stereo not given),nt,-0.5,0,-4,2,-0.5,1,0.4,0.0
CCOC(=O)c1cc(=O)c2c([N+](=O)[O-])ccc(OC)c2o1,7,0.3,-3,-8,-8,0.1,0,-0.2,-0.4
COc1ccc(S(=O)(=O)Nc2ccccn2)c(C)c1C,-5,-0.5,4,-5,-5,-0.2,1,i,nt
CCOC(=O)CCCSc1nnc(CCCCCN2C(=O)c3cccc4cccc(c34)C2=O)o1,-1,2.1,30,-7,1&1&-17,-0.1,1,-0.2,nt
CCCCn1c(O)c(C(C)=NCc2cccnc2)c(=O)[nH]c1=O,4,3.3,-3,5,0,nt,nt,-0.3,-0.1
COc1ccc(C(=O)/C(=C/N(C)C)S(=O)(=O)c2ccccc2)cc1,-2,-0.2,7,2,-21,-0.6,-4,-1.0,0.3
Cc1coc2cc3oc(=O)c(CCC(=O)NCC(=O)O)c(C)c3cc12,1,-0.3,2,3,1,-1.8,2,-0.8,0.7
O=C(NCCC(=O)N1CCN(S(=O)(=O)c2ccccc2F)CC1)Nc1ccccc1,nt,-0.8,2,4,7,-1.8,-5,-3.8,0.6
CC(C)Oc1ccc(CSc2ncn[nH]2)cc1,3,0.9,1,3,-15,-0.9,-2,-0.2,2.5
Cc1ccc(-c2cn(-c3ccccc3F)c(=S)[nH]2)cc1,8,-0.5,11,2,8,-0.9,-1,-0.5,0.2
COC(=O)CNc1cc(S(=O)(=O)N2CCCCC2)ccc1Oc1cccc(C)c1,9,0.6,40,6,0,-0.7,-2,-0.2,0.8
Cc1ccccc1NC(=O)COC(=O)CCSc1ccccc1,2,-0.1,4,-2,-13,0.3,2,i,1.3
COc1ccccc1-c1noc(CCCC(=O)N2CCOCC2)n1,4,nt,-5,5,-2,nt,nt,i,0.7
CC(C)CN(C(=O)CSc1nnnn1C)C1CCS(=O)(=O)C1 (stereo not given),5,-1.8,3,3,-3,-0.3,7,i,0.5
CN(C)c1cc[n+](CC(O)C[n+]2ccc(N(C)C)cc2)cc1,nt,-2.2,-6,6,4,0.0,-7,2.1,1.4
COc1cc(/C=C2\NC(=O)NC2=O)cc(Br)c1OC,0,0.6,1,-23,-5,-0.2,8,i,1.0
Cc1cc(NC(=O)CSc2nnc(NCc3ccccc3)s2)no1,5,0.5,1,-1,-8,-0.5,-4,-3.7,0.8
Cc1cccc(NC(=O)/C(C#N)=C/c2ccc(Sc3ccccc3)o2)c1C,1,0.8,17,4,-8,0.6,0,i,0.0
C/C=C(/C(=C/C)c1ccc(O)cc1)c1ccc(O)cc1,1,8.4,-7,2,3,0.5,-6,i,1.5
O=C(N/N=C/c1ccco1)c1cc([N+](=O)[O-])cc([N+](=O)[O-])c1,2,0.1,-3,-21,13,-1.8,-2,-0.4,-0.3
CCOc1ccc(CCN2C(=O)CCC2(C)C(=O)NC(C)CC)cc1OCC (stereo not given),1,1.2,-3,2,1,-0.3,2,-0.7,-1.1
Cc1ccc(CN2C(=O)CCC2C(=O)N2CCN(c3ccccc3)CC2)cc1 (stereo not given),0,0.0,9,9,-11,-1.5,-3,-0.8,1.9
# The list continues:
SMILES,3CLpro inhibitor,PfHsp40 yeast,Yp Topo-I inh,PrPC surface inh,SSB-PriA inh,BoNT-A LC inh2,Anthrax LF inh2,BH1578 lux ind,TcdB inh
O=C(Cn1cnc2cc([N+](=O)[O-])ccc2c1=O)Nc1ccc(N2CCOCC2)cc1,2,-1.4,5,-38,1,-0.9,-5,-0.1,0.6
O=C(O)c1ccccc1NC(c1ccccc1)c1ccc2cccnc2c1O (stereo not given),nt,322*,2,8,9,0.0,-3,-1.1,-0.6
CC1(C)CC(CC(=O)Nc2ccc([N+](=O)[O-])cc2)C(=O)O1 (stereo not given),8,0.5,2,-12,-5,0.2,-5,i,nt
Cc1c(C#N)c2n(c1C)CCCC(=O)N2,nt,nt,0,4,nt,0.1,1,i,1.4
CCOC1=C2[C@@H](CN(S(=O)(=O)c3ccccc3C)[C@H]2c2ccc(Cl)cc2)[C@H]2C(=O)N(c3ccccc3)C(=O)[C@H]2C1,nt,nt,nt,3,nt,0.0,0,nt,0.8
COc1ccccc1S(=O)(=O)N(C)C[C@H]1Oc2ncc(Br)cc2C(=O)N([C@H](C)CO)C[C@H]1C,nt,nt,8,-7,nt,-0.5,-3,-0.6,-1.2
O=C(NC1CCCCC1)c1cccc2c(-c3ccc(F)c(F)c3)coc12,nt,nt,45,-3,nt,0.4,-1,-0.4,0.7
CNS(=O)(=O)c1ccc(CNC[C@H]2O[C@@H](n3cnc4c(=O)[nH]c(N)nc43)[C@H](O)[C@@H]2O)cc1,nt,nt,nt,0,nt,-1.0,0,nt,-1.1
O=C(CSc1ccccn1)Nc1ccc2c(c1)oc1ccccc12,3,7.9,6,9,-12,0.9,1,-0.3,nt
CN1C(C)(C)CC(=NO)CC1(C)C,nt,-0.9,8,-6,-23,0.0,-7,-1.7,-0.2

# An excerpt; count on the stated rates, not on these rows.
